IL-1B inflam inh = blocks inflammasome-driven IL-1 beta release | THP-1 LPS/ATP IL-1B secretion, AlphaLISA, 16 h; stronger effect = lower value | activity change, % at 57.5 µM | 4.7% of 360,000 active; in the data active means activity change below about -50%; inconclusive means mostly about -30% to -49%; further: on the % scale 0 is the no-effect control and ±100 the full control effect
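THP-1 cells pretreated 1 hr with compounds (up to 57.5 uM final), then stimulated with LPS (250 ng/mL final) plus ATP (1.25 mM final); secreted IL-1B measured by AlphaLISA after 16 hr, decreased signal indicating inhibition.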
MCF10A rerep = DNA re-replication induction in MCF 10a cells; MCF 10A DNA re-replication, Hoechst nuclear intensity, 48 h; Potency, µM (titrated, usually from 46.1 µM), without a hit: at the top dose activity, positive = re-replication, hits mostly activators; 2.9% of 350,000 active; AID 624296; further: potency means the concentration at half of the fitted maximal effect; % of control where 0% means no effect; nearly all actives have a fitted effect of over 50% in size
HT1080NT lethal = kills 2HG-producing HT-1080-NT fibrosarcoma cells. 1.6% of 360,000 active. HT-1080-NT fibrosarcoma viability, CellTiter-Glo ATP luminescence, 48 h. Potency, µM (series often up to 46.1 µM), for inactives: at the highest dose activity, negative = less viability, hits mostly cytotoxic;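 further: NT is the 2HG producing partner of a matched IDH1 knockdown line; potency means the concentration at half of the fitted maximal effect; 0% = DMSO-treated cells and -100% = media-only wells without cells; nearly all actives have a fitted effect of over 55% in size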
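HT-1080-NT; 750 cells/well; 5% FBS RPMI; 48 h compound, 37 degrees C; CellTiter-Glo luminescence; curve fitting and curve-class assignment.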
KB-3-1 tox = KB-3-1 parental cell cytotoxicity; AID 1347075; Potency, µM (doses to about 46.1 µM), for the others: top-dose activity change, negative = cytotoxic, most hits filed as cytotoxic; 1.4% of 400,000 active; KB-3-1 viability, CellTiter-Glo ATP luminescence, 72 h; further: potency means the concentration at half of the fitted maximal effect; on the % scale 0 is the no-effect control and ±100 the full control effect; nearly all actives have a fitted effect of over 60% in size
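Multi-concentration cytotoxicity screen in KB-3-1 cells grown in DMEM lacking phenol red with 10% FBS. After 72 h at 37 °C with compound, ATP-dependent luminescence was recorded.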
ATXN2 expr inh = ATXN2 expression inhibition. HEK-293 ATXN2-luciferase reporter, luminescence, 24 h. Potency, µM (top dose mostly 57 µM), without a hit: top-dose activity change, negative = inhibition, hits mostly inhibitors. 0.72% of 360,000 active. AID 1745845; further: potency means the concentration at half of the fitted maximal effect; on the % scale 0 is the no-effect control and ±100 the full control effect; nearly all actives have a fitted effect of over 55% in size
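ATXN2-luciferase reporter cells (luciferase flanked by upstream and downstream ATXN2 gene portions) were treated 24 h at 37 °C with compounds at up to 57 uM. SteadyGlo luminescence gave expression; GF-AFC fluorescence gave viability.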
HT1080 IDH1KD tx = HT-1080 IDH1 knockdown cell toxicity (counter line) | HT-1080 IDH1 knockdown viability, ATP luminescence, 48 h | Potency, µM (series often up to 46.1 µM), for inactives: at the highest dose activity, negative = toxicity, usual class: cytotoxic | 2% of 360,000 active | AID 686971;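 further: potency means the concentration at half of the fitted maximal effect; 0% = DMSO wells and -100% = cell-free medium wells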
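HT-1080-IDH1KD cells (IDH1 knocked down), 750/well in RPMI with 5% FBS, treated with compound 48 h at 37 degrees C. Viability by CellTiter-Glo luminescence, normalised to DMSO and no-cell wells; concentration-response curves classed.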
KB-V1 MDR tox = KB-V1 MDR subline cytotoxicity. KB-V1 MDR cells viability, CellTiter-Glo, 72 h. Potency, µM (titrated, usually from 46.1 µM), inactives show top-dose activity change, negative = cytotoxicity, most hits filed as cytotoxic. 3.4% of 400,000 active. AID 1347076; further: potency means the concentration at half of the fitted maximal effect; on the % scale 0 is the no-effect control and ±100 the full control effect; nearly all actives have a fitted effect of over 60% in size
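Readout: CellTiter-Glo luminescence, 10 min after addition. Cells: KB-V1 MDR subline, 72 h at 37 degrees C with compound. Analysis: corrected, normalized data fitted to concentration-effect curves.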
WRN inhibitor = WRN helicase (human) inhibition | Q14191 | WRN helicase unwinding, fluorescent forked duplex, kinetic | Potency, µM (series often up to 114 µM), for inactives: at the top dose activity change, negative = inhibition, usual class: inhibitors | 0.46% of 360,000 active; further: potency means the concentration at half of the fitted maximal effect; on the % scale 0 is the no-effect control and ±100 the full control effect; nearly all actives have a fitted effect of over 55% in size
Target sequence (Q14191 whole entry, looked up): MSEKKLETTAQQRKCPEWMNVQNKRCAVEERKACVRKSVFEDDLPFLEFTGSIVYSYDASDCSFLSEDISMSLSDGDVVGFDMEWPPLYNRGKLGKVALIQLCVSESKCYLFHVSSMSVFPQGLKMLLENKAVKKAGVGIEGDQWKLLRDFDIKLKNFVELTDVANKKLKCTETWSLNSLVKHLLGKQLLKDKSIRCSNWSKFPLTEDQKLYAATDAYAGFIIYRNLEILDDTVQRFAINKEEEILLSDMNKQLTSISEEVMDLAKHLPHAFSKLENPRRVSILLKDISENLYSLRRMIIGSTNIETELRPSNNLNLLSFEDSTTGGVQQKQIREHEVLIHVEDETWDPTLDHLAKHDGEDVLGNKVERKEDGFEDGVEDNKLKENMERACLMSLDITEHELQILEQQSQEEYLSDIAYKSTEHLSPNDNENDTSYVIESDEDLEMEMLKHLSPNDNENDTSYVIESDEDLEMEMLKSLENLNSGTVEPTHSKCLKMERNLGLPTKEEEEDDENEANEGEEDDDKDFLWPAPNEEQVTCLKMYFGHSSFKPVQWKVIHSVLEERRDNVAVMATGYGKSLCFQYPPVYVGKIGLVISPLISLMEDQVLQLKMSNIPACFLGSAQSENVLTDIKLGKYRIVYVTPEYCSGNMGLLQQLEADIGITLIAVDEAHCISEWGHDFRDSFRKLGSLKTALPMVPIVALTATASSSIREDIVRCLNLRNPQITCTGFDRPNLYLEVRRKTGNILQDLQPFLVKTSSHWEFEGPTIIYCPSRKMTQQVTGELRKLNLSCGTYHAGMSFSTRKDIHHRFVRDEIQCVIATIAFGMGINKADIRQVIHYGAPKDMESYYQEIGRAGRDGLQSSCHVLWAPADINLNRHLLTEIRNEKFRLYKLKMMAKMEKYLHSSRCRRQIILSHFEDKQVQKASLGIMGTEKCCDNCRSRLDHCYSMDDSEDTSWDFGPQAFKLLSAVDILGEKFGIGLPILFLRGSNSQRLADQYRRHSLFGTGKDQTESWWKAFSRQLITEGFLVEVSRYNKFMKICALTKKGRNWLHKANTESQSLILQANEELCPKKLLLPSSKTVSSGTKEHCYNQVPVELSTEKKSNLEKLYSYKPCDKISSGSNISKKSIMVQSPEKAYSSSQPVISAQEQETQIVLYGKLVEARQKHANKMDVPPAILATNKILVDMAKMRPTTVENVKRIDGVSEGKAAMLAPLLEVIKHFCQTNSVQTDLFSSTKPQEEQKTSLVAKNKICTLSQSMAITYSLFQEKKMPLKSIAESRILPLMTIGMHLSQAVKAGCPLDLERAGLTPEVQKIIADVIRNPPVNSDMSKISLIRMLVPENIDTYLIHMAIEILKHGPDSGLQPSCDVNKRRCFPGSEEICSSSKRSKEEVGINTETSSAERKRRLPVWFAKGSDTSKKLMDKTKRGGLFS
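Kinetic red-fluorescence monitoring (525/598 nm) tracks WRN helicase activity after 100 nM fluorophore-quencher forked duplex and 2 mM ATP are added to 20 nM enzyme pretreated 15 min at room temperature with compound.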
SW480 rerep = inducers of DNA re-replication in SW480 colon cancer cells. 1.8% of 340,000 active. Potency, µM (titrated, usually from 46.1 µM), without a hit: at the top dose re-replication activation, actives largely listed as activators. SW480 DNA re-replication, Hoechst DNA content imaging, 48 h. AID 624297; further: potency means the concentration at half of the fitted maximal effect; % of control where 0% means no effect; nearly all actives have a fitted effect of over 55% in size
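Hoechst fluorescence of nuclei (405 nm excitation, 500-530 nm emission) measured by plate-scanning imager after 48 hr compound exposure at 37 C; re-replication scored as increased number of nuclei with elevated intensity.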
Active calls of the source: *; ? = inconclusive; . = no result given; [ ] = another dose, or the depositor's remark. Unless noted, the call rests on the fitted dose curve; in most records, active means well fitted curve in the direction sought with a large enough effect; inconclusive means small, poorly fitted or top-dose-only effect, or another doubt; inactive means no such curve, though single readings can be large; an effect the other way counts as inactive or inconclusive.

SMILES	IL-1B inflam inh	MCF10A rerep	HT1080NT lethal	KB-3-1 tox	ATXN2 expr inh	HT1080 IDH1KD tx	KB-V1 MDR tox	WRN inhibitor	SW480 rerep
CC(C)(C)NC(=O)c1ccc2nccnc2c1	9.4	332.4%[0.0737 µM]	6.1%	5.4%	1.0%	5.7%	26.3%	0.7%	-12.7%
COc1ccccc1C(=O)NCCC(=O)NCCC12CC3CC(CC(C3)C1)C2	-18.7	?	4.2%	-6.1%	-4.7%	0.0%	-23.7%	-29.8%	-3.4%
COc1ccc(C2/C(=C(/O)c3ccccc3)C(=O)C(=O)N2c2ccccn2)c(OC)c1 (stereo not given)	-28.4	-1.2%	2.9%	0.4%	.	1.5%	2.4%	8.8%	-11.6%
O=S(=O)(CCN1CCCC1)NCCNS(=O)(=O)c1ccc(F)cc1Br	21.7	22.7%	1.3%	3.8%	23.1%	1.0%	8.1%	7.7%	?
O=C(CSc1ncnc2sc3c(c12)CCCC3)N1CCC(c2noc3ccc(F)cc23)CC1	4.1	13.6%	4.3%	?	-13.7%	21.0%	?	-6.9%	0.8%
Cn1cccc1C(=O)OCC(=O)N1CCc2ccccc2C1	?	.	16.4%	1.4%	.	-0.5%	?	1.0%	.
CCOC(=O)c1sc2ncn(C(C)C(=O)OC)c(=O)c2c1C (stereo not given)	6.2	-1.9%	22.9%	0.7%	1.1%	23.0%	-5.4%	-3.2%	-16.9%
COc1ccc([N+](=O)[O-])cc1C(=O)C(=O)c1ccccc1	-0.7	-4.0%	-2.4%	1.7%	51.7%[activator]	0.7%	-8.3%	1.6%	6.4%
C=CCOC(=O)C(=O)/C=C/c1c(C)n(C)n(-c2ccccc2)c1=O	2.7	-0.1%	6.8%	-2.3%	6.3%	8.6%	12.3%	-9.0%	-1.3%[9.22 µM]
O=C(c1ccccc1S(=O)(=O)NCc1ccccc1)N1CCCCC1	-10.9	-4.3%	-1.5%	-2.5%	7.3%	-4.1%	-1.0%	-8.0%	-0.2%
COCC1CCCN(Cc2nc(Cc3ccccc3)no2)C1 (stereo not given)	-15.4	0.0%	1.4%	-9.0%	-8.9%	-3.4%	-13.6%	2.7%	?
O=[N+]([O-])c1cccc(-c2ccc3nnc(SCc4ccccn4)n3n2)c1	-17.9	2.0%	7.5%	18.6%	1.6%	8.9%	8.0%	8.2%	-1.7%
COc1cc2c(cc1NC(=O)COC(=O)[C@@H](NC(=O)c1ccccc1F)C(C)C)oc1ccccc12	0.0	-0.6%	3.6%	-6.6%	19.4%	9.4%	16.4µM*	-4.1%	-13.8%
Cc1ccc(C)c(NC(=O)COc2cccc3c2CCN(Cc2ccccc2)C3=O)c1	19.3	4.3%	1.0%	-3.2%	21.4%	-0.9%	-3.8%	-22.1%[57.1 µM]	4.1%
COc1cccc(OCc2cc(/C=N/NC(=O)c3nc(Cl)c(Cl)c(N)c3Cl)ccc2OC)c1	21.0	-2.4%	-2.8%	1.2%	-17.8%	-4.7%	23.7%	-8.2%	3.1%
CCc1nnc(NS(=O)(=O)c2ccc(NC(=O)c3ccccc3)cc2)s1	8.0	-0.2%	2.0%	10.8%	.	4.3%	-0.5%	-3.6%	-19.4%
Cc1ccc([N+](=O)[O-])cc1NC(=O)CN1CCC(C)CC1	-4.2	4.0%	1.4%	-19.6%	-1.8%	-12.4%	?	-32.0%	-5.4%
O=C(CSc1cccc2cccnc12)OCC(=O)c1ccccc1	0.0	?	29.1µM*	0.0%	-9.5%	32.6µM*	7.1%	-6.1%	?
O=C1NC(=O)C2C1C(c1ccc([N+](=O)[O-])cc1)=NN2Cc1ccccc1 (stereo not given)	11.8	9.9%	-2.1%	-7.2%	0.2%	2.0%	13.7%	-1.4%	-6.7%
O=C(NCc1ccc2c(c1)OCO2)NC1CCCCC1	9.7	-0.2%	9.7%	12.5%	38.7%	13.3%	5.5%	-1.7%	0.8%
c1ccc(CNc2nc(NCc3ccccc3)c3sccc3n2)cc1	-72.9*	.	?	-4.8%	0.0%	?	-20.3%	-9.9%	.
CCOC(=O)c1c(C)[nH]c(C)c1C(=O)COC(=O)c1cccc(C)c1O	-13.5	?	-5.7%	-3.7%	-15.9%	-5.9%	16.4µM*	-6.6%	5.2%
Fc1ccc(NC(=S)N2CCCN(c3ccc(C(F)(F)F)cn3)CC2)c(F)c1	-18.9	12.2%	23.1µM*	-38.2%	.	?	?	-7.4%	-1.1%
O=C(Nc1cccc(C(=O)N2CCCCC2)c1)C1CCCC1	-11.2	-3.2%	0.8%	0.0%	0.8%	0.6%	-0.4%	-0.9%	-10.0%
O=C(Nc1ccc2ccccc2c1)c1cccc(F)c1	-8.9	-0.1%	7.6%	-1.4%	.	-1.6%	-22.2%	10.0%	-2.5%
O=C(NCCOC(=O)c1ccccc1C(=O)OCCNC(=O)c1cccnc1)c1cccnc1	5.4	-0.5%	9.2%	6.9%	3.9%	5.4%	-8.4%	8.4%	-3.7%
CC(=O)c1cccc(NC(=O)COC(=O)CCNS(=O)(=O)c2ccccc2)c1	6.9	0.1%	4.1%	15.4%	-6.3%	10.7%	12.4%	0.1%	-9.4%
CC(C)(C)c1ccc(-n2ncc3c2CCCC3NC(=O)CCCn2cncn2)cc1 (stereo not given)	-11.6	7.2%	-0.2%	-9.3%	-21.6%	-22.0%	-7.6%	12.7%	-2.7%
Cc1ccc(N2CC(C(=O)NCc3cccnc3)CC2=O)cc1 (stereo not given)	25.0	-2.0%	-11.1%	-5.0%	6.4%	-4.6%	-19.1%	-11.3%	-2.8%
CCOc1ccc(S(=O)(=O)N(C)CC(=O)N2CCN(CC)CC2)cc1	-17.5	-2.7%	10.7%	-6.2%	4.9%	14.0%	-12.6%	-2.6%	-7.1%
COc1ccc(CNC(=S)Nc2ccccc2F)cc1	-9.2	-3.3%	-1.2%	11.3%	168.0%[activator]	5.0%	16.8%	-3.7%	1.3%
COCCn1c(C)cc(C(=O)CSc2nc3ccccc3s2)c1C	23.1	29.6%	?	-4.1%	-11.4%	?	?	-10.2%	?
C=CCN1C(=O)c2ccc(C(=O)N3CCN(S(=O)(=O)c4cccc(Cl)c4)CC3)cc2C1=O	9.1	8.4%	19.6%	-5.2%	-17.4%	19.2%	-0.3%	1.5%	-1.9%
CCNC(=O)C1Cc2cc(S(=O)(=O)N3CCCC3)ccc2N1C(C)=O (stereo not given)	-8.5	-3.6%	4.5%	17.2%	12.6%	16.0%	18.8%	6.8%	?
O=C(O)c1cc(S(=O)(=O)Nc2cccc(S(=O)(=O)N3CCCC3)c2)ccc1Cl	2.8	1.9%	1.2%	10.2%	2.0%	0.7%	4.1%	-3.8%	-24.9%
CCOC(=O)NN1C(=O)c2ccccc2NC1c1ccccc1 (stereo not given)	11.8	-3.8%	-4.5%	12.2%	-0.6%	-0.4%	4.7%	-6.4%	-2.5%
CCOc1ccc(CN(C)C(=O)c2cccc(S(=O)(=O)Nc3ccccc3OC)c2)cc1OC	-28.3	.	-1.0%	-1.6%	.	-2.0%	-29.5%	-5.7%	.
CCCc1c(-c2ccc(Cl)cc2)ncn1Cc1cccc(-c2ccccc2)c1	2.7	.	?	16.4µM*	.	?	?	-4.7%	.
C=CCc1cc(CN2CC(C)OC(C)C2)c(O)c(OC)c1 (stereo not given)	3.1	-1.0%	4.8%	8.5%	-17.3%	7.7%	0.3%	9.7%	-2.4%
COc1ccc(S(=O)(=O)N2CCC(C(=O)N3CCCC3)CC2)cc1C	10.5	-1.9%	7.0%	6.6%	0.3%	4.8%	-33.0%	2.9%	2.6%

Reformatted: 2 of the compounds above
Structure,IL-1B inflam inh,MCF10A rerep,HT1080NT lethal,KB-3-1 tox,ATXN2 expr inh,HT1080 IDH1KD tx,KB-V1 MDR tox,WRN inhibitor,SW480 rerep
O=C(c1ccccc1S(=O)(=O)NCc1ccccc1)N1CCCCC1,-10.9,-4.3%,-1.5%,-2.5%,7.3%,-4.1%,-1.0%,-8.0%,-0.2%
COCC1CCCN(Cc2nc(Cc3ccccc3)no2)C1 (stereo not given),-15.4,0.0%,1.4%,-9.0%,-8.9%,-3.4%,-13.6%,2.7%,?

Next section.
SMILES	IL-1B inflam inh	MCF10A rerep	HT1080NT lethal	KB-3-1 tox	ATXN2 expr inh	HT1080 IDH1KD tx	KB-V1 MDR tox	WRN inhibitor	SW480 rerep
CCOC(=O)C(NC(=O)Nc1ncccn1)(Oc1ccccc1)C(F)(F)F (stereo not given)	-3.1	3.9%	12.2%	6.4%	3.0%	0.2%	26.0%	-2.1%	10.2%
N#CC1=C(SCC(=O)c2ccc(Cl)cc2)NC2=C(C(=O)CCC2)C1c1ccco1 (stereo not given)	-88.1*	11.2µM*	18.4µM*	?	-15.0%	18.4µM*	-20.6%	9.0%[57.1 µM]	?
CCOC(=O)C(=O)NNc1ccc(Cl)cc1	-14.6	?	3.66µM*	0.5%	-29.0%	4.11µM*	8.5%	-1.6%	68.8%
CCOc1ccc(/C=N/NC(=O)Cc2cccs2)cc1	.	-15.9%	-1.6%	7.5%	69.5%[activator]	-4.9%	-10.4%	-4.4%	-1.5%
CCn1c(SCC(=O)N2CCN(c3ccc(F)cc3)CC2)nnc1-c1ccncc1	31.9	-3.4%	15.5%	0.4%	2.0%	4.7%	18.4µM*	7.0%	-9.6%
O=C1CCCC(=O)N1c1ccc(NCCOCCO)c([N+](=O)[O-])c1	-19.6	-0.8%	-1.1%	-30.9%	-16.5%	-6.0%	3.3%	-17.8%	?
Cc1ccc(C2=[N+]([O-])C(C)(C)CC2)cc1	5.7	11.0%	11.0%	0.5%	7.6%	4.3%	5.8%	-2.3%	-12.6%
Cc1nc(CSc2ccc(Br)cc2)cs1	-1.9	-0.3%	-0.6%	4.2%	28.4%	0.5%	17.3%	-4.2%	-0.3%
COC(=O)c1ccc(CN2CCC(Oc3cccc(C(=O)N4CCCC4)c3)CC2)cc1	-3.3	?	-5.3%	?	-22.4%	-7.6%	?	-30.5%	-3.6%

High-throughput results: PubChem BioAssay, National Center for Advancing Translational Sciences (NCATS)
